KCNQ1 pot: potentiates or activates the human KCNQ1 potassium channel | P51787 | CHO-K1 KCNQ1, thallium flux FluxOR fluorescence; hits give high values | B-score at 10 µM | 310,000 compounds, 0.35% hits;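 active means fluorescence ratio B-score, a plate-corrected score, at least three library SD, with initial intensity B-score within 5 SD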
Target sequence (P51787 whole entry, looked up): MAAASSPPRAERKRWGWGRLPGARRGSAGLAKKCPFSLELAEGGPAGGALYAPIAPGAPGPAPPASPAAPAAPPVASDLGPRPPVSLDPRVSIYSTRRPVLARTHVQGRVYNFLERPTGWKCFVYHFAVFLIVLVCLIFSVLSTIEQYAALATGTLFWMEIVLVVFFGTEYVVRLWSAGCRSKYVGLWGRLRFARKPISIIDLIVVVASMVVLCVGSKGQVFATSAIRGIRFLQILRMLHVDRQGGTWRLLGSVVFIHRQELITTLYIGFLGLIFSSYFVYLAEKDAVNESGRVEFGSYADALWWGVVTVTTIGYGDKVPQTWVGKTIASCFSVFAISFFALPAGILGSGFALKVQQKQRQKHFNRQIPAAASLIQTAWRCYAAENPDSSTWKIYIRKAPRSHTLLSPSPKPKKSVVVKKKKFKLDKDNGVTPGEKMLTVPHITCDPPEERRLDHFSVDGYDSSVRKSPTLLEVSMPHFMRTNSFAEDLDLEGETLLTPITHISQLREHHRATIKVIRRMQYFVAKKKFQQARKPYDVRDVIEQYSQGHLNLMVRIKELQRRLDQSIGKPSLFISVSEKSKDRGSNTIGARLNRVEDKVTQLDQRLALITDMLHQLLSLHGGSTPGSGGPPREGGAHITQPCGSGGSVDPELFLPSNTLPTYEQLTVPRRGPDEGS
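assay system = KCNQ1-transfected CHO-K1 cells | medium = assay buffer with matched DMSO | probe or stimulus = depolarizing K+/Tl+ stimulus, K2SO4 and Tl2SO4 each 12.5 mM in 5x stock | dosing = single dose | incubation = dye 90 min, compound 20 min, room temperature | detection = kinetic FluxOR fluorescence, 10 s baseline plus 110 s post-stimulus | evaluation = ratio B score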
KCNK9 block: human KCNK9 channel inhibition. Q9NPC2. HEK293 KCNK9, FluxOR thallium flux fluorescence; hits give low values. B-score at 10 µM. 310,000 compounds, 1.2% hits;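 active means ratio B-score over 3 SD below the library mean, with starting fluorescence within 5 SD of its mean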;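 further: negative B-score means less thallium flux so channel inhibition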
KCNK3 block: human KCNK3 channel inhibition, primary screen; B-score at 10 µM; O14649; CHO-KCNK3 thallium flux, FluxOR fluorescence; hits give low values; 340,000 compounds, 0.84% hits;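 active means B-score under library mean minus 4 SD, starting fluorescence ratio at most library mean plus 5 SD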;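 further: more negative B-score means stronger inhibition of thallium flux through KCNK3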
TRPC4 PAM: TRPC4 (mouse) allosteric potentiation; B-score at 10 µM; 310,000 compounds, 0.42% hits; HEK293 TRPC4beta/mu-opioid, DAMGO EC20, Fluo-4 Ca2+ flux; hits give high values; Q9QUQ5; AID 2227;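 active means B-score of calcium response area above 5 SD of library B-scores, with initial fluorescence ratio within 5 SD of library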;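 further: B-score of integrated fluorescence ratio over time as area under calcium response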
HDAC3 inh: blocks human histone deacetylase 3. recombinant HDAC3, fluorogenic peptide/trypsin coupled, fluorescence. inhibition, % at 8.3 µM. 320,000 compounds, 0.15% hits. AID 2718; in the data active means inhibition above about 26%, passing the limit was not always enough; inconclusive means no clear call, values can overlap the other calls
Target sequence (O15379 whole entry, looked up): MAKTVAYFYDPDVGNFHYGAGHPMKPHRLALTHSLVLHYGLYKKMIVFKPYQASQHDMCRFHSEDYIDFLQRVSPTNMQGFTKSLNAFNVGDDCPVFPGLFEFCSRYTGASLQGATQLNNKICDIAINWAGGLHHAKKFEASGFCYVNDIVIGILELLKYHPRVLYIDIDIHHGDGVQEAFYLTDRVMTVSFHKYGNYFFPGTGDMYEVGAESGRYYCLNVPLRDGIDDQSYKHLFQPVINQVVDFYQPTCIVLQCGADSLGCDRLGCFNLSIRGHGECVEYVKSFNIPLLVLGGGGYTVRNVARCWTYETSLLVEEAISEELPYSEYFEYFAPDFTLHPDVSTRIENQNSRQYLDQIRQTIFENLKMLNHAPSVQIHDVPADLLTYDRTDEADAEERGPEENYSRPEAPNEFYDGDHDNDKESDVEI
TRPC4 agonist: activators of mouse TRPC4 channel | Q9QUQ5 | HEK293 TRPC4beta/mu-opioid, Fluo4 calcium fluorescence; hits give high values | B-score at 10 µM | 310,000 compounds, 0.49% hits | AID 2237;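 active means B-score above 5 SD of library B-scores, and initial fluorescence ratio not above library mean plus 5 SD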;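 further: positive B-score marks a calcium rise read as TRPC4 activation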
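Assay system: HEK293 stable line with TRPC4beta plus mu-opioid receptor; schedule: 45 min room-temperature Fluo4 loading, 110 s read; technique: kinetic Fluo4 calcium fluorescence; evaluation: integrated baseline-normalised fluorescence ratio, converted to per-well B score; controls: buffer (low) and maximal DAMGO (high)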
ANO1 block: mouse TMEM16A channel inhibition, primary screen; HEK293 TMEM16A/YFP iodide influx fluorescence, ionomycin; normalized B-score (activity score, 25-100; higher = stronger inhibition) at 10 µM; 310,000 compounds, 1.2% hits; AID 588511;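 active means ratio plate-corrected score three or more library SD toward inhibition, starting fluorescence score within five deviations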;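 further: score derived from kinetic fluorescence span divided by baseline fluorescence per well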
DYRK1A inh: blocks rat Dyrk1A kinase activity; 310,000 compounds, 0.43% hits; ADP-Glo luminescence, NFATc1 peptide; Q63470; inhibition, % at 12.5 µM; in the data active means inhibition above about 50%;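 further: plate controls were vehicle with enzyme for no effect and no enzyme for full effect; many of its hits are not listed in these tables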
KCNQ1 inh: inhibitors of human KCNQ1 potassium channel | P51787 | CHO-K1 KCNQ1, FluxOR thallium flux fluorescence; hits give high values | B-score at 10 µM | 310,000 compounds, 1.3% hits;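 active means compounds whose thallium flux B-score, printed positive for inhibition, exceeds three library SD while starting fluorescence stays within three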;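 further: channel opened by potassium depolarization with thallium stimulus after 20 min compound exposure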
hERG rescue: hERG (human) protection from proarrhythmic block; 310,000 compounds, 0.51% hits; CHO-hERG, FluxOR thallium flux, dofetilide IC70 present; activation (rescue from dofetilide block), less the hit threshold, % at 10 µM;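 active means activation above the mean of controls blocked by dofetilide plus 5 SD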;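 further: thallium influx through hERG after potassium depolarization seen as dye fluorescence rise; in these data hits start at about 4.7%; inactives centre near -7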
ANO1 activ: mouse TMEM16A channel activation, primary screen. Q8BHY3. HEK293 TMEM16A/YFP-H148Q/I152L, iodide quench fluorescence; hits give low values. B-score at 10 µM. 340,000 compounds, 0.3% hits. AID 623877;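 active means fluorescence-ratio B-score plate-corrected deviation score at least 3 library SD below zero, with starting fluorescence score within 5 deviations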;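 further: channel opened by trigger with iodide after compound preincubation; score built on the fluorescence ratio of max minus min over baseline; more negative score means more quench and so TMEM16A activation or potentiation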
Active calls of the source: *; i = inactive; ? = inconclusive; · = no result given.

SMILES	KCNQ1 pot	KCNK9 block	KCNK3 block	TRPC4 PAM	HDAC3 inh	TRPC4 agonist	ANO1 block	DYRK1A inh	KCNQ1 inh	hERG rescue	ANO1 activ
CC(C(=O)NCc1ccco1)n1nc(-c2ccccc2)c2cc(Cl)ccc21 (stereo not drawn)	i	i	i	i	2	i	i	0	i	-3	i
CN(CC(=O)NCc1ccc(F)cc1)Cc1ccc(Br)cc1	i	i	i	i	-2	i	i	0	i	-11	i
O=C(CSc1nnc2c(n1)[nH]c1ccccc12)Nc1ccc(N2CCOCC2)cc1	i	i	i	i	2	i	i	6	i	-11	i
Cc1c(NC(=O)CCCCCN2C(=O)c3ccccc3C2=O)c(=O)n(-c2ccccc2)n1C	i	i	i	i	2	i	i	2	i	-18	i
COC(=O)c1ccccc1NC(=O)C1CCN(C(=O)c2cc(OC)cc(OC)c2)CC1	i	i	i	i	6	i	i	-3	i	-1	i
Cc1ccc(/C=C2\CCCC3=C2NC(=S)NC3c2ccc(C)cc2)cc1 (stereo not drawn)	i	i	i	i	4	i	i	6	i	-4	i
CC(C)N1CCc2c(sc(N)c2C#N)C1	i	i	i	i	?	i	i	28	i	-19	i
CC(C)(C)c1ccc(CNc2ccc([N+](=O)[O-])cn2)cc1	i	i	i	i	16	i	i	9	i	-6	i
CC(=O)c1ccc(OCC(O)CN2CCN(S(=O)(=O)c3cccc(Br)c3)CC2)cc1 (stereo not drawn)	i	i	i	i	4	i	i	5	i	-12	i
COc1cccc(N2C(=O)C3ON(c4ccccc4)C(c4cccs4)C3C2=O)c1 (stereo not drawn)	i	i	i	i	-7	i	i	3	i	-12	i
Cc1cc(-c2onc(C)c2C(=O)N/N=C/c2ccccc2)no1	i	i	i	i	-5	i	i	-1	i	-4	i
O=C(NCc1cccnc1)Nc1cc(Cl)cc(Cl)c1	i	i	i	i	-2	i	i	0	i	-9	i
Cc1[nH]ccc(=O)c1OC1OC(CO)C(O)C(O)C1O (stereo not drawn)	i	i	i	i	1	i	i	5	i	-1	i
O=c1c2c(nc3cc(-c4cccc(Cl)c4)[nH]n13)CCCC2	i	i	i	i	-3	i	i	5	i	-12	i
CC(=O)Nc1ccc(NC(=O)C2CCCN(c3ncccn3)C2)cc1 (stereo not drawn)	i	i	i	i	1	i	i	2	i	-10	i
Cc1ccc(S(=O)(=O)NCCN2CCOCC2)c(C)c1C	i	i	i	i	0	i	i	-1	i	-7	i
C=CCc1cccc2cc(C(=O)NCc3cccnc3)c(=O)oc12	i	i	i	i	-2	i	i	5	i	-7	i
CCN(CC)CCCNC(=O)c1ccc2c3n(nc2c1)-c1ccc(Cl)cc1CO3	i	i	i	i	-3	i	i	4	i	-5	i
COc1ccc(NC(=O)Nc2ccc3nsnc3c2)cc1	i	i	i	i	-8	i	i	-3	i	-10	i
COc1ccc(OC)c(C(=O)CSc2nc3ncccc3[nH]2)c1	i	i	i	i	6	i	i	5	i	-15	i
O=C(Nc1nccs1)c1ccc(S(=O)(=O)c2ccccc2)cc1	i	i	i	i	3	i	i	7	i	-7	i
CCCCn1c(N)c(N(CCOC)C(=O)c2cc(-c3ccc(C)cc3)nc3ccccc23)c(=O)[nH]c1=O	i	i	i	i	·	i	i	·	i	-14	i
Cc1[nH]c(C)c(S(=O)(=O)NCc2ccc(F)cc2)c1C(=O)N1CCCC1	i	i	i	i	-6	i	i	2	i	-7	i
COc1cccc(-n2nc(C(N)=O)c(O)cc2=O)c1	i	i	i	i	3	i	i	2	i	-5	i
Cc1ccc(C)c(NC(=S)NC(C)C(c2cccs2)N2CCOCC2)c1 (stereo not drawn)	i	i	i	i	-3	i	i	-5	i	-7	i
SMILES	KCNQ1 pot	KCNK9 block	KCNK3 block	TRPC4 PAM	HDAC3 inh	TRPC4 agonist	ANO1 block	DYRK1A inh	KCNQ1 inh	hERG rescue	ANO1 activ
O=C(NC1CS(=O)(=O)CC1NCc1ccco1)c1ccccc1 (stereo not drawn)	i	i	i	i	0	i	i	-2	i	-5	i
CC1=CC2(O)OCCN(CCO)C2=CC1=O (stereo not drawn)	i	i	i	i	2	i	i	-1	i	-5	i
CCOCc1nnc(NC(=O)CCC2CCCCC2)s1	i	i	i	i	-5	i	i	12	i	-2	i
Cc1ccc(N=c2sc(C)c(C)n2C)cc1	i	i	i	i	2	i	i	-1	i	-6	i
COc1ccccc1NC(=O)CSc1nnnn1-c1ccc(F)cc1	i	i	i	i	-6	i	i	-1	i	-13	i
CC1(C)Cc2c(sc(NC(=O)c3ccc(S(=O)(=O)N4CCCCCC4)cc3)c2C#N)C(C)(C)N1	i	i	i	i	6	i	i	3	i	-16	i
COc1ccc(-n2nnnc2SCC(=O)c2ccc(OC)c(OC)c2)cc1	i	i	i	i	4	i	i	-8	i	-11	i
CC(C)Oc1cccc(C(=O)Nc2ccccc2N2CCOCC2)c1	i	i	i	i	2	i	i	-1	i	-5	·
COc1ccc(CCNC(=O)Cc2ccc(OC)c(OC)c2)cc1OC	i	i	i	i	-3	i	i	4	i	-6	i
O=C1c2ccccc2C(=O)N1CCCCN(C(=O)c1cc([N+](=O)[O-])cc([N+](=O)[O-])c1)c1ccc(Cl)cc1	i	i	i	i	-3	i	i	5	i	-5	i
CCOc1ccc(C(C)=O)cc1N1C(=O)C2C(C1=O)C1C=CC2C12CC2 (stereo not drawn)	i	i	i	i	-1	i	i	-1	i	-8	i
CCN(CC)c1ccc(/C=C/C(=O)C2C(=O)C=C(C)OC2=O)cc1 (stereo not drawn)	i	-9.5*	i	i	1	i	i	-1	i	-23	i
Cc1cc(C)cc(NS(=O)(=O)c2ccc(F)cc2)c1	i	i	i	i	1	i	i	0	i	-13	i
CCCCC(=O)N1CC2(C)CN(C(=O)CCCC)CC(C)(C1)C2=O	i	i	i	i	1	i	i	2	i	-7	i
CCN1C(=O)C(C(=O)c2ccccc2)SC1=S (stereo not drawn)	i	i	i	i	13	i	i	1	i	-5	i
Cc1cc2cc3c(=O)[nH]c(=O)[nH]c3nc2cc1C	i	i	·	i	-4	i	i	·	i	-6	·
Cc1ccc(C(=O)N[C@@H](C)CN2C3=NC[C@H](C(C)C)N3C[C@H]2Cc2ccc(O)cc2)cc1Br	i	i	i	i	-3	i	i	2	i	-15	i
COC(=O)C1=CN(Cc2ccc(OC)c(OC)c2)C=C(C(=O)OC)C1c1cccc(F)c1	i	i	i	i	-10	i	i	0	i	-3	i
COc1ccc(CNS(=O)(=O)c2ccc3c(c2)CC(C)N3C(=O)C2CC2)cc1 (stereo not drawn)	i	i	i	i	2	i	i	0	i	-5	i
O=C(c1ccc(F)cc1)N1CCN(C2=NS(=O)(=O)c3ccccc32)CC1	i	i	i	i	-4	i	i	3	i	-8	i
O=C(COC(=O)CN1C(=O)C2CC=CCC2C1=O)Nc1cc(C(F)(F)F)ccc1N1CCOCC1 (stereo not drawn)	i	i	i	i	1	i	i	1	i	-15	i
Cc1ccc2cc(CN(CC3CCCO3)S(=O)(=O)c3cccc4nsnc34)c(=O)[nH]c2c1 (stereo not drawn)	i	i	i	i	5	i	i	-9	i	-2	i
Cc1c(CNC(=O)C2CCC(=O)N(CCc3ccccc3)C2)cnn1C (stereo not drawn)	i	i	i	i	0	i	i	3	i	-8	i
C[C@H]1CCC[C@@]2(O[C@H](CCO)C[C@H](O)[C@H]2O)O1	i	i	i	i	5	i	i	·	i	-9	i
COC(=O)c1cc(O)c(OCc2ccccc2)c(O)c1	i	i	i	i	-6	i	i	-7	i	-12	i

Part of the list above, reduced to TRPC4 PAM.
Compound,TRPC4 PAM
O=C(c1ccc(F)cc1)N1CCN(C2=NS(=O)(=O)c3ccccc32)CC1,i
O=C(COC(=O)CN1C(=O)C2CC=CCC2C1=O)Nc1cc(C(F)(F)F)ccc1N1CCOCC1 (stereo not drawn),i

More entries follow.
SMILES	KCNQ1 pot	KCNK9 block	KCNK3 block	TRPC4 PAM	HDAC3 inh	TRPC4 agonist	ANO1 block	DYRK1A inh	KCNQ1 inh	hERG rescue	ANO1 activ
O=[N+]([O-])c1cc([N+](=O)[O-])c2cc(-c3cccnc3)[nH]c2c1	i	i	i	i	6	i	i	6	i	-3	i
COc1ccc(-n2ccnc2SCC(=O)Nc2ccccc2)cc1	i	i	i	i	-5	i	i	6	i	-6	i
COc1ccc(N=c2ssnc2Cl)cc1	i	i	i	i	?	i	i	-7	i	-10	i
COc1ccc(C(=O)NNC(=O)CN(C)S(=O)(=O)c2ccc(Cl)cc2)c(OC)c1OC	i	i	i	i	-1	i	i	9	i	-8	i
O=S(=O)(c1ccc(Cl)cc1)N1CCC(n2cnc3cc(C(F)(F)F)ccc32)CC1	i	i	i	i	18	i	i	7	i	-18	i
Cc1ccc(C)n1-c1nccc(-c2cccs2)n1	i	i	i	i	-25	i	i	-2	i	-9	i
CN(C)S(=O)(=O)c1ccc(NC(=O)CCCNC(=O)c2ccc(Cl)cc2)cc1	i	i	i	i	0	i	i	-3	i	-1	i
COc1cc(/C=C2/N=C(c3ccccc3F)OC2=O)cc(Cl)c1OS(C)(=O)=O	i	i	i	i	0	i	i	1	i	-6	i
COc1ccc(-c2nc(NC(=O)Cn3cnnn3)sc2C)cc1	i	i	i	i	2	i	i	24	i	-2	i
CCN(c1ccccc1)S(=O)(=O)c1ccc(C(=O)N2CCCC(C(F)(F)F)C2)cc1 (stereo not drawn)	i	i	i	i	7	i	i	5	i	-9	i
CC1CCN(c2nc(-c3ccccc3)c(C#N)c(=O)[nH]2)CC1	i	i	i	i	-4	i	i	6	i	-12	i
COC(=O)CCC(=O)Nc1ccc2oc3c(c2c1)CCCC3	i	i	i	i	1	i	i	-6	i	-3	i
CCOC(=O)c1c(NC(=O)CSc2nnc(C)c(=O)[nH]2)sc(C)c1C	i	i	·	i	-2	i	i	·	i	-3	·
O=C(COc1ccc2oc(-c3ccccc3)cc(=O)c2c1)Nc1ccccc1	i	i	i	i	2	i	i	0	i	-2	i
COc1ccc(CCNC(=O)c2cc(-c3ccncc3)nc3ccc(S(=O)(=O)N4CCOCC4)cc23)cc1OC	i	i	i	i	-3	i	i	7	i	-9	i
CCOc1ccc(N(CC(=O)N2CCCCCC2)S(=O)(=O)c2ccc(F)cc2)cc1	i	i	i	i	5	i	i	9	i	-10	i
O=C(Cn1cnc2c(cnn2-c2ccccc2)c1=O)N1CCOCC1	·	·	i	·	4	·	i	1	·	·	i
CNC(=O)CSc1nnc(-c2cccs2)o1	i	i	i	i	2	i	i	-2	i	-9	i

From PubChem BioAssay

A portion of the library. The share of hits here may be higher or lower than overall.
